Assay outcomes: PubChem, The Scripps Research Institute Molecular Screening Center
IDE cell activ: human IDE activators in live cells, primary screen, fluorescence polarization, HEK cells, FAbeta-B substrate; Insulin-degrading enzyme (Homo sapiens), P14735; FAbeta-B cleavage; 0% vehicle, 100% cell-free pure enzyme wells; activation, % at 5.96 µM; actives 0.073% (n = 340,000); AID 493087, 2011;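 active = activation above the mean of all tested compounds plus 3 SD, set per screening campaign, cut at about 17% in these data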
Target sequence (P14735 whole entry, looked up): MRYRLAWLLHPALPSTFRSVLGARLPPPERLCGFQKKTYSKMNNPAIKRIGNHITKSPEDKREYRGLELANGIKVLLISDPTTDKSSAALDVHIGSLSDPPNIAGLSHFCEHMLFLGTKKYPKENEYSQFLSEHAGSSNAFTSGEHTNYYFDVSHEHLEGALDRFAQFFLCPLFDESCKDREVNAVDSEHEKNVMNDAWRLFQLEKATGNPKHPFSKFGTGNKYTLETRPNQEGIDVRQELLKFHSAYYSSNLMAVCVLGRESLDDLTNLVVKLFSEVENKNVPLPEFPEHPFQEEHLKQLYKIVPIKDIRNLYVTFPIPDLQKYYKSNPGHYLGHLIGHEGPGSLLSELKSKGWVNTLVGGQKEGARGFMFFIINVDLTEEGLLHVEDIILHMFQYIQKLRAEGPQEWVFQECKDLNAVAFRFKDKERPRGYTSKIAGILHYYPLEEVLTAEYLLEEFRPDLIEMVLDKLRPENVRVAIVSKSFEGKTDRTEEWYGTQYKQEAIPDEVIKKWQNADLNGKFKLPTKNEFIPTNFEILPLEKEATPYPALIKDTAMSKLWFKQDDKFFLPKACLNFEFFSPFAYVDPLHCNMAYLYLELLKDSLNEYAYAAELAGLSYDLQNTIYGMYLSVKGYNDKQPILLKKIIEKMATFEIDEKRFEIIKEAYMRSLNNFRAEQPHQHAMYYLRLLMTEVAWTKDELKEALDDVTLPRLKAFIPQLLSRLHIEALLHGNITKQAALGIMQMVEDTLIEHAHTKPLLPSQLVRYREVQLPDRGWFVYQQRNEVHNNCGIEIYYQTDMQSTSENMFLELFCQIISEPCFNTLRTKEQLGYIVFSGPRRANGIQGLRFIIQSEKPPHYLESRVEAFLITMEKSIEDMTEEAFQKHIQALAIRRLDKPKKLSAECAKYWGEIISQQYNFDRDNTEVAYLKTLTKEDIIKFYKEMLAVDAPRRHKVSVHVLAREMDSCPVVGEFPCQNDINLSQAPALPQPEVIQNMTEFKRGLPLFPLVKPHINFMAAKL
An asterisk follows results filed as active. An excerpt, so the mix of outcomes need not match the whole.

SMILES | IDE cell activ
Cn1c(-c2ccccc2)cc(=O)n1-c1ccccc1 | 0.8
Cc1ccc(NS(=O)(=O)c2ccc(C)c(C(=O)Nc3ccc(S(=O)(=O)Nc4onc(C)c4C)cc3)c2)cc1 | 0.3
Cn1c(=O)c2[nH]c(C3CCC3)nc2n(C)c1=O | 3.5
O=C(COC(=O)c1ccc2c(c1)OCCO2)Nc1ccc(F)cc1 | -0.3
CCn1cnc2cc(NC(=O)COc3ccc(C)cc3)ccc21 | 0.3
CC(C)N1CCN(c2ccc(OCC3COC(Cn4cncn4)(c4ccc(Cl)cc4Cl)O3)cc2)CC1 (stereo unspecified) | 7.2
COc1ccc(CNC(=O)c2ccc(S(=O)(=O)N3CCOCC3)cc2)cc1 | 3.1
CC(SC(C)C(=O)NN=Cc1cccc(F)c1)C(=O)NN=Cc1cccc(F)c1 (stereo unspecified) | 2.8
COc1ccc(S(=O)(=O)N(C)C[C@H]2Oc3c(NC(=O)Nc4ccccc4)cccc3C(=O)N([C@H](C)CO)C[C@@H]2C)cc1 | -3.5
CCc1ccc(C(=O)COC(=O)CNC(=O)C2CCCCC2)cc1 | 6.9
CCCCCCCCCCCn1nnnc1N | 4.3
C=C1c2ccccc2O[C@H](C(=O)OCC)[C@@H]1C1CCCCC1 | 4.2
COc1cc2cnc(-c3ccccc3)c(C(=O)c3ccc(OCc4ccccc4)cc3)c2cc1OC | 5.0
O=C1CCSc2c1ccc1ccccc21 | 4.6
O=C(c1cc2cc(Cl)ccc2o1)N1CCCCCC1 | 0.6
NC(=O)C1(Nc2ccccc2Cl)CCCC1 | 1.1
Cc1cc(C)c(S(=O)(=O)N2CCN(C(=O)C3CC3)CC2)c(C)c1 | 6.1
Nc1ncnc2c1ncn2[C@@H]1O[C@H](CNC(=O)[C@@H](N)Cc2ccc(C(F)(F)F)cc2)[C@@H](O)[C@H]1O | 7.1
CCCOc1ccc(C(=O)Nc2cc(S(=O)(=O)N3CCOCC3)ccc2N2CCN(CC)CC2)cc1OC | 1.8
CC(CC(=O)Nc1ccc(Cl)c(S(=O)(=O)N2CCOCC2)c1)c1ccccc1 (stereo unspecified) | 0.1
CO[C@H]1CC[C@@]2(C)[C@@H](CC[C@@H]3[C@@H]2CC[C@@]2(C)[C@H]3C[C@H](C(=O)N[C@@H](CCCN=C(N)N)C(=O)NCC(=O)N[C@@H](CC(=O)O)C(N)=O)O[C@]23CCCO3)C1 | 2.9
CC(=O)c1ccc(-c2cccc([C@H]3[C@@H]4C=CC[C@@H](C)[C@@H]4C(=O)N3Cc3ccccc3)c2)cc1 | 0.9
COc1ccc(-c2noc(CCC(=O)N3CCN(c4ccccc4OC)CC3)n2)cc1 | -8.8
COc1ccc(C(=O)NCc2ccc(F)cc2)cc1S(=O)(=O)N1CCCC1 | 5.0
CC(C)C[C@@H](CNCC(=O)[C@H](Cc1ccccc1)NC(=O)c1[nH]cnc1C(=O)N[C@@H](C)CN)NC(=O)c1nc[nH]c1C(=O)N[C@@H](C)C(=O)O | 2.5
COc1ccc(/C=C/C(=O)Nc2cccc(S(=O)(=O)N3CCOCC3)c2)cc1OC | 0.1
c1csc(-c2nn3c(C4CCCCC4)nnc3s2)c1 | 5.8
C=C1C(=O)C2=CC1CCC(=O)C1(C)CCC(OC(C)=O)C(C)(C)C1CC2O (stereo unspecified) | 3.4
CN(C)c1ccc(CN(CC2CCCO2)C(=O)c2cc3ccccc3o2)cc1 (stereo unspecified) | 5.5
Cc1ccc(S(=O)(=O)N(Cc2cccc([N+](=O)[O-])c2)C(=O)N2CCN(C)CC2)cc1 | 4.4

Exported with each value named: part of the list above
> COc1ccc(C(=O)NCc2ccc(F)cc2)cc1S(=O)(=O)N1CCCC1
  IDE cell activ: 5.0
> C=C1c2ccccc2O[C@H](C(=O)OCC)[C@@H]1C1CCCCC1
  IDE cell activ: 4.2

Next records follow:
SMILES | IDE cell activ
CCCCC(=O)Nc1cc(OC)c(NC(=S)Nc2ccc(OC)cc2)cc1OC | 3.5
COc1ccccc1[C@H]1C(c2ccc(F)cc2)=NN(c2ccccc2)[C@@H]1CO | -1.4
CCN1C(=O)[C@H]2[C@@H](c3ccc(C)cc3)N3C(=O)N(c4cccc(Br)c4)C(=O)[C@@]3(C)[C@H]2C1=O | 0.1
O=C(CS(=O)(=O)c1ccccc1)Nc1ccccc1Br | -4.4
CC(=O)Nc1ccc(C(=O)COC(=O)C2CC2C)c(F)c1 (stereo unspecified) | 5.9
CC[C@]12c3[nH]c4cc(CCC(=O)N(C)C)ccc4c3CCN1C(=O)[C@@H](CC(=O)NCCc1ccccn1)C[C@@H]2C(=O)N1CCN(C(=O)c2ccco2)CC1 | 0.1
COc1ccc(C(=O)N(C)Cc2ccc(OC)c(OC)c2OC)cc1S(=O)(=O)N1CCOCC1 | 2.3
Cc1cccc(C)c1NC(=O)CNC(=O)C(C)N(C)CC(=O)Nc1ccc(F)cc1 (stereo unspecified) | -0.9
COc1ccc(S(=O)(=O)N2CCOCC2)cc1NC(=O)c1c(-c2ccccc2)noc1C | 0.0
Cc1ccc(C(=O)OCC(=O)c2ccc(Br)cc2)cc1S(=O)(=O)N1CCOCC1 | -1.6
COc1ccc(NC(=O)CN(C)C(=O)C(NC(=O)c2ccco2)C(C)C)cc1 (stereo unspecified) | 3.7
O=P(NCc1ccccc1)(OCc1ccccc1)OCc1ccccc1 | -1.1
COc1ccccc1C(C(C(=O)c1ccccc1)N1CCOCC1)N1CCOCC1 (stereo unspecified) | 4.8
Cc1noc(NS(=O)(=O)c2ccc(NC(=O)c3ccc(Cl)c(S(=O)(=O)N(C)c4ccccc4)c3)cc2)c1C | 5.3
CN(N=C(c1ccccc1)c1ccccc1)c1ccccc1 | 6.9
O=c1[nH]c2ccc([N+](=O)[O-])cc2[nH]1 | 6.0
O=C1CCC[C@@H]2[C@H](Cc3ccccc3)[C@@H](O)C[C@@H]3CCN1[C@@H]32 | -2.5
Cc1ccc(Nc2nnc(SCC(O)=C(C#N)c3nc4ccccc4[nH]3)s2)c(C)c1 | -1.6
Oc1cc(CNCc2ccccc2)c(O)cc1CNCc1ccccc1 | 5.6
CCOC(=O)c1cocc1C(=O)O | 3.8
Cc1c(N)cc2c(c1N)C(C)(C)CC2(C)C | 1.3
N#CC(=C(O)COC(=O)c1ccc2c(c1)OCCO2)c1nc2ccccc2[nH]1 | 4.7
Cc1cccc(Nc2c(O)nc[nH]c2=O)c1 | -2.3
COc1ccc(C=O)c(OCc2cn(CC(=O)c3ccc(O)cc3)nn2)c1 | 6.3
C#CCN1C=C(C(=O)OCC)C(C)NS1(=O)=O (stereo unspecified) | 1.0
CC(C)(CNC(=O)c1cccc(S(=O)(=O)Nc2ccc(SC(F)F)cc2)c1)N1CCOCC1 | -1.3
Cc1nc(C)c(C(=O)OCC(=O)N(C)c2ccccc2)s1 | 4.1
O=S1(=O)c2ccc(Br)cc2N2CCC[C@@H]2CN1Cc1ccccc1 | 1.6
CN1CCCC1CCOC(C)(c1ccccc1)c1ccc(Cl)cc1 (stereo unspecified) | 4.6
O=C(COc1ccc(Cl)cc1Cl)NC(=O)NC1CCCC1 | 5.4
O=C(COc1ccccc1F)N1N=C(c2cccs2)CC1c1ccco1 (stereo unspecified) | 7.4
COc1ccc(CCNC(=O)CN2c3cccc4cccc(c34)S2(=O)=O)cc1 | 9.4
CC(=NN=C(C)c1ccc(O)cc1)c1ccc(O)cc1 | 1.3
OC(Cc1ccnc2ccccc12)C(Cl)(Cl)Cl (stereo unspecified) | 3.1
NS(=O)(=O)c1ccc(NC(=O)CSc2nnc(NC3CC3)s2)cc1 | 0.2
Oc1ccccc1C=NNc1nc2ccccc2s1 | 0.1
OCC(CO)c1cnnc2ccccc12 | -2.4
Cc1ccc2c(c1)S(=O)(=O)c1ccc3ccccc3c1N2 | 2.5
CC(C)C(=NO)c1ccccc1 | 5.0
C=CCOc1ccc2c3c(c(=O)oc2c1)CCCC3 | -0.6
Cc1nc(Nc2ccccc2C)c2cnn(C)c2n1 | -13.7
CC(=O)Nc1ccc(S(=O)(=O)Nc2cccc(S(=O)(=O)N(C)c3ccccc3)c2)cc1 | 6.2
N#CC(OC(=O)c1ccccc1)c1cccc([N+](=O)[O-])c1 (stereo unspecified) | 6.2
COc1ccc2c(=O)c(-c3ccc(C)cc3)c(-c3ccccc3)oc2c1 | 3.8
CCN(CC)CCNC(Cc1ccccc1)c1cccc(OC)c1 (stereo unspecified) | 5.5
Cc1ccc(-c2noc(CCC(=O)N3CCN(c4cc(C)ccc4C)CC3)n2)cc1 | -0.9
O=C(COC(=O)/C=C/c1ccco1)NCCN1C(=O)CSC1=O | 5.0
Cc1cc(C(=O)CSc2nnc(CCC(N)=O)n2C)c(C)n1C1CC1 | 2.0
CN(C)c1ccc(C=C2SC(=S)NC2=O)cc1 | -127.6
C#CCOCCOCCOCCNc1nc(N2CCOCC2)nc(N2CCN(C(=O)[C@H](CCCCN)n3cc(CCCC)nn3)CC2)n1 | 8.3
COc1cccc(CNC[C@H]2O[C@@H](n3cnc(C(N)=O)n3)[C@H](O)[C@@H]2O)c1OCc1ccc(F)cc1Cl | 2.9
O=C(CCc1ccccc1Cl)Nc1cc(S(=O)(=O)N2CCOCC2)ccc1N1CCCC1 | -0.2
COc1ccc(CCN2CC(C(=O)OCC(=O)NCc3ccccc3Cl)CC2=O)cc1OC (stereo unspecified) | -0.1
O=C(CCN1CCC2CCC(C2)C1)c1ccc(F)cc1 (stereo unspecified) | 0.5
O=C(CSc1ccc2nnc(-c3cccs3)n2n1)N1CCOCC1 | 0.0
CCOC(=O)N1CCC2CC1c1cc(-c3cccc(OC)c3)ccc12 (stereo unspecified) | 3.1
O=C(c1ccccc1)C1(c2ccccc2)OC1c1ccccc1 (stereo unspecified) | -1.0
CC[C@]12c3[nH]c4cc(-c5ccco5)ccc4c3CCN1C(=O)[C@@H](CC(=O)NC(C)(C)C)C[C@@H]2C(=O)N1CCN(C(=O)C2CC2)CC1 | 1.7
Cc1cccc(C(=O)Nc2ccn(C)n2)c1 | -0.8
NC1=NN(c2c(Cl)cc(Cl)cc2Cl)C(=O)C1 | 1.1
Next section.
SMILES | IDE cell activ
CCC(C)c1c(NS(=O)(=O)c2ccc(C)cc2)o[nH]c1=O (stereo unspecified) | 3.6
O=C(COC(=O)c1c2c(nc3ccccc13)/C(=C\c1ccco1)CC2)NC1CCCC1 | 0.1
CCN(CC)S(=O)(=O)c1ccc(N2CCN(C)CC2)c(NC(=O)CN2C(=O)NC3(CCCCC3)C2=O)c1 | -0.4
CN(Cc1ccc(Cl)cc1)C(=O)c1ccccc1SCC(=O)N1CCCC1 | 5.9
CNc1nnc(SCC(=O)c2c(N)n(C3CC3)c(=O)[nH]c2=O)s1 | 1.1
O=C1C[C@@H]2c3c(cccc3CN1Cc1ccccc1F)C[C@@H](O)[C@H]2O | 0.9
Cc1cccc(C)c1NC(=O)CN1CCN(C(=O)CN2C(=O)NC3(CCCCC3C)C2=O)CC1 (stereo unspecified) | 3.5
COc1cc(O)c(C=Nc2ccccc2NS(=O)(=O)c2ccc(C)cc2)c(OC)c1 | 1.5
CCc1ccc(NC(=O)COC(=O)Cn2cnc3ccccc32)cc1 | -0.1
CN(C)C(=O)CCc1ccc2c3c([nH]c2c1)[C@]1(CCc2ccccc2)[C@@H](C(=O)N2CCCCC2)C[C@H](CC(=O)NCc2ccco2)C(=O)N1CC3 | 4.9
COc1cc2[nH]c(O)c(C=O)c2cc1OC | -5.2
O=C(Cc1ccc(NC(=O)C2CCN(C(=O)CCc3ccccc3)CC2)cc1)Nc1ccc(C(=O)N2CCOCC2)cc1 | 1.4
O=C(C(=Cc1ccccc1)CN1CCCCC1)c1ccccc1 | -0.2
O=C(CN1CCN(S(=O)(=O)c2ccc(F)c(Cl)c2)CC1)N1CCc2ccccc2C1 | 2.5
O=C1C(CN2CCCC2)CCCC1CN1CCCC1 (stereo unspecified) | -2.2
Nc1ccc2cccc(O)c2c1 | 3.5
Cc1ccc(C(=O)NC(CCc2ccccc2)C(=O)O)cc1 (stereo unspecified) | 6.5

Compounds from the list above that contain an NH in an aromatic ring (12):
SMILES | IDE cell activ
Cn1c(=O)c2[nH]c(C3CCC3)nc2n(C)c1=O | 3.5
CC(C)C[C@@H](CNCC(=O)[C@H](Cc1ccccc1)NC(=O)c1[nH]cnc1C(=O)N[C@@H](C)CN)NC(=O)c1nc[nH]c1C(=O)N[C@@H](C)C(=O)O | 2.5
CC[C@]12c3[nH]c4cc(CCC(=O)N(C)C)ccc4c3CCN1C(=O)[C@@H](CC(=O)NCCc1ccccn1)C[C@@H]2C(=O)N1CCN(C(=O)c2ccco2)CC1 | 0.1
O=c1[nH]c2ccc([N+](=O)[O-])cc2[nH]1 | 6.0
Cc1ccc(Nc2nnc(SCC(O)=C(C#N)c3nc4ccccc4[nH]3)s2)c(C)c1 | -1.6
N#CC(=C(O)COC(=O)c1ccc2c(c1)OCCO2)c1nc2ccccc2[nH]1 | 4.7
Cc1cccc(Nc2c(O)nc[nH]c2=O)c1 | -2.3
CC[C@]12c3[nH]c4cc(-c5ccco5)ccc4c3CCN1C(=O)[C@@H](CC(=O)NC(C)(C)C)C[C@@H]2C(=O)N1CCN(C(=O)C2CC2)CC1 | 1.7
CCC(C)c1c(NS(=O)(=O)c2ccc(C)cc2)o[nH]c1=O (stereo unspecified) | 3.6
CNc1nnc(SCC(=O)c2c(N)n(C3CC3)c(=O)[nH]c2=O)s1 | 1.1
CN(C)C(=O)CCc1ccc2c3c([nH]c2c1)[C@]1(CCc2ccccc2)[C@@H](C(=O)N2CCCCC2)C[C@H](CC(=O)NCc2ccco2)C(=O)N1CC3 | 4.9
COc1cc2[nH]c(O)c(C=O)c2cc1OC | -5.2
